Tn6 DDE FP: DD(E)-Tn6 binding inhibition, primary FP screen. P02675. hit rate 0.21% among 370,000. Fibrin DD(E) TRITC-Tn6 fluorescence polarization displacement. inhibition, % at 8.3 µM. AID 720509;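 active = inhibition above a per-campaign cutoff: mean of compounds within control limits plus 3 SD, cut at about 15% in these data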;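 note: 0% = median of all compound wells on the plate and 100% = blocking peptide control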
ASAP1 inh: blocks human ASAP1-stimulated Arf1 GTP hydrolysis; hit rate 0.19% among 360,000; inhibition, % at 16.5 µM; GDP FP detection; Q9ULH1; in the data active = inhibition above about 25%;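 note: 0% = vehicle with enzyme and substrate and 100% = no enzyme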
KLK7 zymogen act: proKLK7 (human) activation, primary screen. P49862. purified proKLK7, EDANS-DABCYL substrate fluorescence; 100% is mature enzyme control, 0% vehicle. activation, % at 7 µM. hit rate 0.9% among 370,000. AID 652039;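 active = activation above the mean of all tested compounds plus 3 SD, computed per campaign excluding outliers beyond control limits, cut at about 13% in these data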
ADAM10 inh: inhibits human ADAM10; O14672; recombinant ADAM10, EDANS/DABCYL FRET peptide cleavage, 3 h; inhibition, % at 7 µM; hit rate 0.62% among 370,000;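 active = inhibition above a per-campaign cutoff equal to the mean of compounds falling between control-based bounds plus 3 SD, cut at about 20% in these data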;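 note: 0% = DMSO wells while the 100% control is not disclosed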
Target sequence (O14672 214-748 limits assumed): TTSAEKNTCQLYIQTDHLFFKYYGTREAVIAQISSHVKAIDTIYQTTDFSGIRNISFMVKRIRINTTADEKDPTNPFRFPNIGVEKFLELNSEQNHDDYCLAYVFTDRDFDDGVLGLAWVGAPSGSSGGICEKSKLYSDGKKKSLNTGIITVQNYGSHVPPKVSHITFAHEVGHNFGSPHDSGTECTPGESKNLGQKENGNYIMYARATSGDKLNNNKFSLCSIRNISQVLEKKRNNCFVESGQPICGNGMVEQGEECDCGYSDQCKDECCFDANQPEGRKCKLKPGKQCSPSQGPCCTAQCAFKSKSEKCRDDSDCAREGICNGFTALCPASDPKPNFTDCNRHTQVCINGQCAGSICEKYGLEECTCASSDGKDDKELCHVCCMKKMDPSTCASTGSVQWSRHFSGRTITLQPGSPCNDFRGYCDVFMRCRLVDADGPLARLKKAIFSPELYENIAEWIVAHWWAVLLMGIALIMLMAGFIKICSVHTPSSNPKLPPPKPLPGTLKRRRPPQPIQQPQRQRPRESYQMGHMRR
FXN GAA850 act: frataxin GAA850 promoter activation; HEK293 lucGAA850 FXN promoter luciferase reporter, 24 h; percent of 10 µM SAHA response; activation, % at 6 µM; hit rate 0.56% among 360,000;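 active = activation above the average of all compounds screened plus 3 SD, cutoff fixed separately per campaign, cut at about 7.5% in these data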;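 note: 0% = DMSO wells and 100% = 10 µM SAHA wells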
ARFGAP1 inh: inhibitors of rat ARFGAP1. Q62848. Arfgap1-stimulated ARF1 GTP hydrolysis, GDP FP detection. inhibition, % at 16.5 µM. hit rate 0.26% among 360,000. AID 651572;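 active = inhibition above a per-plate limit, mean inhibition of low control wells plus 3 SD, cut at about 25% in these data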;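 note: 0% = DMSO wells with enzyme and 100% = wells lacking Arfgap1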
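System: truncated rat Arfgap1 GAP domain / Medium: HEPES-based buffer, pH 7.5 / Also added: N-terminally truncated human ARF1-GTP substrate / Incubation: enzyme reaction 120 min at 25 °C after 20 min preincubation / Measured by: FP of antibody-bound GDP Alexa 633 tracer, ex 620/em 688 nm / Replicates: singlicate, each compound tested once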
GC-A act: GC-A (human) enzyme activation; activation, % at 10 µM; P16066; HEK293 GC-A cells, cGMP TR-FRET, EC30 ANP; 0% at EC30 ANP, 100% saturating ANP; hit rate 0.14% among 370,000; AID 1671463; in the data active = activation above about 40%
NPR2 activator: GC-B (human) receptor activation | AID 1920062 | hit rate 0.11% among 370,000 | HEK293-GC-B cells, CNP EC30, cGMP TR-FRET; 0% at EC30 CNP, 100% saturating CNP | P20594 | activation, % at 10 µM;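 active = activation at 10 µM reaching about 35% in either raw or pattern-adjusted values, limit read from the data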
sPLA2-III inh: Blocks human group III sPLA2 activity; hit rate 0.56% among 370,000; QFRET BODIPY PC-A2 liposome hydrolysis, fluorescence; inhibition, % at 12.2 µM;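 active = inhibition above mean plus 3 SD of compounds lying within the high and low control bounds, cut at about 19% in these data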;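 note: 0% = median of test compound wells and 100% = no enzyme DMSO wells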
Target sequence (Q9NZ20 whole entry, looked up): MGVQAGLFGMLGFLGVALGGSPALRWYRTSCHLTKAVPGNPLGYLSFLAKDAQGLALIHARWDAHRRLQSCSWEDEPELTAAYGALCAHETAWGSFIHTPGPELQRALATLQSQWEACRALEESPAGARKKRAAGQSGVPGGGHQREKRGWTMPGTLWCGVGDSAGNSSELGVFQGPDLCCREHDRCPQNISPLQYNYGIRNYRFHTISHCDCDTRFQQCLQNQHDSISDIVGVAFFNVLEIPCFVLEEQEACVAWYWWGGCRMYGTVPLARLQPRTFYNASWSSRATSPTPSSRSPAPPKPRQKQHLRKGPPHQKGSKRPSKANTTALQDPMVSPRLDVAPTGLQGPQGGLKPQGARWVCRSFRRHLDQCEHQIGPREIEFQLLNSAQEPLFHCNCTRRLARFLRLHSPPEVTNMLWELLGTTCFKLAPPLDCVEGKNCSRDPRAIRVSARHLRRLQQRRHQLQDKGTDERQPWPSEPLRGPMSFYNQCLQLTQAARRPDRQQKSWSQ
rCAG RNA binder: molecules binding r(CAG) RNA repeats. r(CAG) RNA repeat, TO-PRO-1 dye displacement fluorescence. inhibition, % at 3 µM. hit rate 1.3% among 370,000;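 active = inhibition above the plate cutoff, the mean of all test compounds on that plate plus 3 SD, cut at about 35% in these data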;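 note: 0% = DMSO alone and 100% = 100 µM mitoxantrone as full dye displacement; higher means more dye released from RNA so lower well fluorescence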
* hit, by the source's call; i = inactive.

canonical_smiles	KLK7 zymogen act	ADAM10 inh	GC-A act	rCAG RNA binder	ASAP1 inh	FXN GAA850 act	ARFGAP1 inh	Tn6 DDE FP	sPLA2-III inh	NPR2 activator
NC(=O)COc1ccc(/C=N/NC(=O)C2CCCN2S(=O)(=O)c2ccc(Cl)cc2)cc1 (configuration not stated)	0.5	2	0	0	12	-1.0	-7	12	-4	7
CCC(C)C(NC(=O)[C@@H](NC(=O)c1ccccc1F)C(C)C)C(=O)OC (some centres not stated)	-0.3	2	0	-10	-5	-0.5	-5	0	2	1
Cc1[nH]c(=O)nc(SCc2cccc(Cl)c2)c1C#N	0.5	8	6	26	5	0.0	-5	-6	-19	-7
Cc1ccc(CN2C(=O)[C@@H]3Cc4c([nH]c5ccccc45)C(C)(C)N3C2=O)cc1	1.1	12	12	1	3	0.2	11	-7	-7	13
O=C(Nc1ccc2oc(=O)ccc2c1)c1cccnc1Cl	1.7	-100	5	-1	-9	-0.3	0	3	2	-3
COc1ccc(N2CCOCC2)c(NC(=O)c2ccc3c(c2)OCO3)c1	0.3	-6	-3	-6	8	2.0	-6	2	9	-4
CCCCOc1ncnc2c1[nH]c1ccccc12	1.5	-153	6	1	4	2.2	2	-6	-16	1
Cc1onc(-c2ccccc2)c1C(=O)N/N=C/C(Br)=C/c1ccccc1	0.1	13	-3	1	8	2.8	-8	0	-8	0
O=[N+]([O-])c1ccc(N2CCOCC2)c(S(=O)(=O)N2CCOCC2)c1	0.0	-2	-1	0	2	-0.1	8	5	4	1
C=CCn1c(SCCC(=O)O)nnc1-c1cccs1	0.1	8	3	2	-16	-0.1	11	3	3	3
CCCCN(C)CCCNC(=O)c1ccc2c(c1)NC(=O)C(N1CCOCC1)S2 (configuration not stated)	-0.1	-8	-1	2	-4	-0.4	-9	1	8	-1
Cc1nc(C(F)(F)F)ccc1C(=O)N1CCC1(C)C(=O)NS(=O)(=O)c1ccccc1Cl (configuration not stated)	0.2	-4	-1	2	-7	3.8	-4	-3	2	3
CCc1ccccc1NC(=O)CSc1nc(C)c(C)o1	0.1	-2	0	-1	-4	0.8	3	-4	-2	0
CC(=O)C1=C(O)C(=O)N(CCCn2ccnc2)C1c1ccc(C)cc1 (configuration not stated)	-0.4	-13	-1	-3	4	3.0	-11	1	10	1
COc1ccc2c(C)cc3nnnn3c2c1	-0.8	1	2	4	-3	0.8	3	2	-1	2
CC(C)CNC(=O)COC(=O)c1ccc2c(c1)C(=O)N(Cc1ccco1)C2=O	0.2	1	-2	0	-7	1.3	-11	7	3	-5
CCC(=O)Nc1cc(ON=C(C)C)cc([N+](=O)[O-])c1	-0.4	7	-2	2	-7	1.7	-2	1	2	5
Cc1[nH]c2ccccc2c1C(=O)C(=O)NCCCn1ccnc1	0.3	-2	-6	-3	-5	2.9	-2	2	4	6
Oc1ccc(CNc2ccccc2O)cc1	0.2	-6	2	17	5	0.8	8	2	6	-6
COc1cccc(-c2ccc(NC(=O)C3CCCN(Cc4nccn4C)C3)cc2)c1 (configuration not stated)	-0.4	7	-2	-4	-7	-0.7	7	-1	-4	-6
C(=N\N1CCN(c2ccccn2)CC1)/c1ccco1	1.1	-2	-3	0	-1	0.6	-5	8	-1	-1
O=C(c1cnn2c(C(F)(F)F)cc(-c3ccco3)nc12)N1CCCc2ccccc21	0.4	7	-10	0	-6	0.1	-11	6	8	-10
CNc1nc(OCC#N)nc(N2CCCCC2)n1	0.0	-3	1	-1	-10	1.7	1	3	1	6
COc1ccc(-c2c/c(=N\c3nc(-c4ccccc4)c(C)s3)c3ccccc3o2)cc1O	-0.2	2	1	39*	13	5.6	10	-4	-20	1
COc1ccc(-c2noc(CN(C(=O)c3c(-c4ccccc4Cl)noc3C)C(C)C)n2)cc1	0.8	7	0	-4	-5	-0.7	-7	-1	-16	-1
O=C(O)C(=Cc1ccccc1[N+](=O)[O-])c1ccccc1	0.5	-13	0	-3	-2	0.1	16	6	14	-7
COc1ccccc1Cn1c(-c2ccco2)nc2nc3ccccc3nc21	0.0	-49	-13	4	-7	2.3	1	-12	-2	-9
CC(=O)Nc1cc(C(F)(F)F)ccc1OCCOc1ccccc1	-0.7	10	-2	-5	-13	-4.8	0	9	-8	-14
COc1ccc(OCCNC(=O)CSc2ccc(C(F)(F)F)cc2[N+](=O)[O-])cc1	-0.2	-6	-5	2	6	-0.3	6	2	15	2
COc1cc(/C=C/C(=O)NCC2CCCCC2)cc(OC)c1OC	0.5	-54	3	-7	6	-1.9	4	8	-3	-5

Some of these compounds in order of count of non-hydrogen atoms, ascending:
canonical_smiles	KLK7 zymogen act	ADAM10 inh	GC-A act	rCAG RNA binder	ASAP1 inh	FXN GAA850 act	ARFGAP1 inh	Tn6 DDE FP	sPLA2-III inh	NPR2 activator
COc1ccccc1Cn1c(-c2ccco2)nc2nc3ccccc3nc21	0.0	-49	-13	4	-7	2.3	1	-12	-2	-9
COc1ccc(OCCNC(=O)CSc2ccc(C(F)(F)F)cc2[N+](=O)[O-])cc1	-0.2	-6	-5	2	6	-0.3	6	2	15	2
COc1ccc(-c2noc(CN(C(=O)c3c(-c4ccccc4Cl)noc3C)C(C)C)n2)cc1	0.8	7	0	-4	-5	-0.7	-7	-1	-16	-1

More records:
canonical_smiles	KLK7 zymogen act	ADAM10 inh	GC-A act	rCAG RNA binder	ASAP1 inh	FXN GAA850 act	ARFGAP1 inh	Tn6 DDE FP	sPLA2-III inh	NPR2 activator
COc1ccc(C(=O)N=c2sc3ccccc3n2C)cc1OC	1.3	-29	-2	-1	4	5.2	2	4	4	-3
C=CCNC(=O)/C(C#N)=C/c1ccc(OS(=O)(=O)c2ccc(C)cc2)c(OC)c1	-0.2	-3	9	1	-12	4.0	-16	1	0	-12
CC(=O)c1cccc(CN2CCC(n3nccc3NC(=O)CCOc3ccccc3)CC2)c1	-0.7	-4	2	-7	4	-2.0	3	0	2	-1
CN(C)CCNC(=O)c1ccc(-c2cn3c(-c4ccc(Oc5ccccc5)cc4)cnc3cn2)cc1	-11	-189	0	8	13	-0.9	40*	-6	-2	-10
Cc1ccc(CSc2nnc(-c3ccncc3)o2)c(C)c1	-0.3	11	-4	-8	0	-0.3	-2	-4	0	-1
O=C(O)CCc1nn2c3ccccc3nc2n(CCN2CCCCC2)c1=O	57*	-226	4	4	2	2.2	-15	0	0	1
CCOc1ccc(OCCC(=O)N(CC)CC(=O)Nc2c(F)cccc2F)cc1	0.1	-11	-2	1	-2	-0.4	0	-1	11	4
Cc1sc2nc(CN3CCOCC3)nc(N3CCC(C(N)=O)CC3)c2c1C	1.2	-25	-3	-2	13	0.1	-5	0	4	-1
CC1(C)Oc2ccc(C(=O)Nc3ccccc3F)cc2N(CC(=O)N2CCOCC2)C1=O	0.1	7	6	-3	7	0.6	-2	7	-2	-5
Cc1ccc(C)c(S(=O)(=O)NC2CCSC2=O)c1 (configuration not stated)	0.2	0	0	1	-4	-1.1	0	1	6	2
COC(=O)c1ccccc1S(=O)(=O)N1CCC(C(=O)OC(C)C(=O)N(C)Cc2ccccc2)CC1 (configuration not stated)	0.5	-9	3	-5	-7	0.7	-7	-5	7	3
Cc1ccnc2nc(C(=O)NCCc3ccc(F)cc3)nn12	0.3	2	1	-2	2	1.5	0	0	-3	0
CCCCc1c(C)c2ccc(OC)c(/C(C)=N\O)c2oc1=O	0.4	-150	4	-3	4	-0.6	-10	10	-14	-2
CCC(C)NC(=O)c1ccccc1NC(=O)C(C)N(c1ccccc1)S(C)(=O)=O (configuration not stated)	-0.1	8	-4	-8	0	-0.2	14	5	15	7
CN(C)C(=O)c1cc(S(=O)(=O)N(C)C)c(Cl)cc1N1CCCC1	0.2	-5	1	-4	-2	3.7	-7	-10	3	6
CCOC(=O)C1CCCN(C(=O)C(CCSC)NC(=O)COc2ccccc2)C1 (configuration not stated)	-0.1	-8	-1	-11	4	-0.4	3	6	4	5
Cc1ccccc1NC(=O)NNC(=O)COc1ccc2ccccc2c1	-0.7	-9	-2	1	3	-0.7	1	-11	-44	-3
S=C(NCC1CCCO1)Nc1ccccc1 (configuration not stated)	-0.2	3	-3	-2	-3	-1.3	6	-2	7	3
COC(=O)c1ccc(Cn2nnc3c(=O)[nH]c(C4CCN(S(=O)(=O)c5cc(C)ccc5C)CC4)nc32)cc1	0.4	-2	3	7	9	-1.1	-5	-5	-2	-10
CC(C)(C)c1ccc(C(=O)OCc2c(-c3ccccc3)ncc3ccccc23)cc1	0.1	-13	-1	7	-6	1.4	-17	-1	10	-2
O=C(O)C1CCN(c2ccc(S(=O)(=O)N3CCC(C(=O)O)CC3)cc2[N+](=O)[O-])CC1	-0.1	4	0	2	6	1.9	-9	6	-1	0
Cc1ccc(N(CC(=O)N/N=C/c2cc(C)n(-c3ccccc3)c2C)S(C)(=O)=O)c(C)c1	0.4	4	-8	3	-5	2.4	3	2	-20	-6
COc1ccccc1CNC(=O)CCS(=O)(=O)c1ccc2c(c1)CCCN2C(C)=O	-0.4	2	1	-1	1	2.3	10	0	8	1
Cc1cccc(C=Nc2ccc3c(c2)oc2ccccc23)c1O	-0.9	-56	6	0	-5	1.5	-8	2	7	3
CCC(=O)N1c2ccc(S(=O)(=O)NCc3ccco3)cc2CC1C (configuration not stated)	0.3	4	-1	7	-13	-0.3	6	1	3	2
CNc1cncc(-c2ccc(S(C)(=O)=O)cc2)n1	85*	i	5	1	7	0.4	4	-10	11	7
CC1(C)CC(=O)C=C(NCCc2ccccc2)C1	-0.4	4	1	-1	2	2.0	-5	2	-4	2
O=C(COC(=O)c1cccs1)Nc1nnc(-c2ccccc2)o1	-0.8	-3	4	4	4	0.6	6	2	12	2
O=C(Cc1n[nH]c(=O)c2ccccc12)NCc1ccccn1	0.1	0	1	-2	-15	3.5	-2	1	2	-8
CC(C)Cn1c(CN(C)Cc2ccccc2)nc2c1c(=O)n(C)c(=O)n2C	0.6	-8	0	-4	-7	-1.3	-24	5	5	0
CC1CCCCC1NC(=O)CSc1nncn1N (configuration not stated)	0.1	-1	1	-1	6	3.0	-3	8	3	4
COC(=O)CSc1nnc(-c2ccc(S(=O)(=O)NCc3cccs3)cc2)o1	-0.2	2	32	1	2	1.1	11	-3	-18	3
COC(=O)CCCCC1SCC(NC(=O)OC)C1NC(=O)OC (configuration not stated)	-0.7	-15	-2	4	1	0.6	3	-6	4	3
Cc1ccccc1NC(=O)Cc1nc(COC(=O)C(C)(C)Oc2ccc(Cl)cc2)cs1	0.5	3	-7	3	-1	-0.7	-2	-4	-61	-5
COc1ccc(CCNC(=O)CN2C(=O)NC3(CCc4ccccc43)C2=O)cc1 (configuration not stated)	-0.9	-8	-1	3	3	-1.7	7	-3	13	-3
Nc1[nH]n2c(=O)cc(-c3ccccc3)nc2c1N=Nc1ccc(S(N)(=O)=O)cc1	0.1	-2	-1	44*	12	-2.7	-2	-2	1	-1
COc1ccccc1N1CCN(C2CCCN(C(=O)CCc3cnccn3)C2)CC1 (configuration not stated)	0.4	-7	0	-7	3	0.2	-6	6	2	-1

From PubChem BioAssay
